Screening data (PubChem)
ALOX12 inh – ALOX12 (human) lipoxygenase inhibition. purified 12hLO, xylenol orange hydroperoxide absorbance. Potency, µM (highest dose often 108 µM), inactives show at the top dose activity change, negative = inhibition, usual class: inhibitors. 1.1% of 580,000 active. AID 1671190; note: % is set by controls: 0 for no effect and ±100 for the full control effect
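Purified human 12hLO (150 nM final) in 25 mM Hepes, 0.01% Triton X-100, pH 7.0 was preincubated 15 min at room temperature with compound. Then 40 uM arachidonic acid was added, 30 min. Hydroperoxide was read by Fe-XO absorbance ratio 573/405 nm.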
RGS4 inh – inhibitors of human regulator of G protein signaling 4. P49798. Transcreener GDP fluorescence polarization, RGS4-accelerated GTP hydrolysis. Potency, µM (titrated, usually from 114 µM), inactives show at the highest dose activity change, negative = inhibition, hits mostly inhibitors. 0.039% of 390,000 active; note: % is set by controls: 0 for no effect and ±100 for the full control effect; nearly all actives have a fitted effect of over 75% in size; some results filed as inactive show a strong effect at the top dose
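MLSMR compounds (23 nl, pin-transferred) preincubated 10 min at room temperature with a 500nM (2x) first reagent, then RGS4 at 900nM (2x) plus Transcreener GDP mix added; fluorescence polarization (620/688 nm) read before and after 90 min at 30 °C.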
HP1b binding inh – HP1-beta chromodomain-methylated histone interaction inhibition | AlphaScreen HP1-beta / biotin-H3K9me3 peptide binding | Potency, µM (titrated, usually from 114 µM), for the others: top-dose activity change, negative = inhibition, most hits filed as inhibitors | 0.56% of 390,000 active | AID 540317; note: nearly all actives have a fitted effect of over 70% in size; inactives centre near 23
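HP1-beta protein (50 nM final) preincubated 30 min at room temperature with biotinylated H3(1-18)K9me3 peptide (50 nM) in PBS pH 7.4, 0.01% Tween-20, then compound added for 30 min. AlphaScreen streptavidin donor/nickel chelate acceptor beads (10 ug/mL final), 30 min dark, luminescence read.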
TrxR1 inh – rat TrxR1 inhibition; O89049; recombinant rTrxR1, NADPH fluorescence consumption, selenite substrate; Potency, µM (titrated, usually from 114 µM), without a hit: at the highest dose activity change, negative = inhibition, usual class: inhibitors; 1% of 390,000 active; AID 588453; note: % is set by controls: 0 for no effect and ±100 for the full control effect; nearly all actives have a fitted effect of over 65% in size
Target sequence (O89049 whole entry, looked up): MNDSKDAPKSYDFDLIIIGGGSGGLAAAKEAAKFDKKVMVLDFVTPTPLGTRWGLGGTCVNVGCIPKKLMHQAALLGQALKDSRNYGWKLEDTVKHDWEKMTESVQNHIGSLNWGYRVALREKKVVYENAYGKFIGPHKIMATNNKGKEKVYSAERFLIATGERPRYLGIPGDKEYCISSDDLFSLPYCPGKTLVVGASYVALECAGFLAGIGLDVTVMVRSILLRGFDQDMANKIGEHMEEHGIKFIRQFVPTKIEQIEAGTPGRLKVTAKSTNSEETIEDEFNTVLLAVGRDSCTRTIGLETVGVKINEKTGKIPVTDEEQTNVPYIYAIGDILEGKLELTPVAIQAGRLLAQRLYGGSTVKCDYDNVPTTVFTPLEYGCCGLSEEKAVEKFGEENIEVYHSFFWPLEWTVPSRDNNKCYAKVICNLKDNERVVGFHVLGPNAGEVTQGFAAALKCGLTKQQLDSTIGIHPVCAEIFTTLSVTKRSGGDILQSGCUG
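Rat TrxR1 (90 nM in the dispensed reagent) was pre-reduced with 400 uM NADPH for 5 min at room temperature, then incubated with compound for 15 min. After 400 uM selenite was added, NADPH fluorescence (Ex 340/Em 450 nm) was followed for 8 min.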
GLS inhibitor – inhibitors of human glutaminase (GLS). GLS enzymatic activity, qHTS titration. AID 624170. Potency, µM (highest dose often 45.5 µM), without a hit: at the top dose activity change, negative = inhibition, hits mostly inhibitors. 0.21% of 410,000 active. O94925; note: % is set by controls: 0 for no effect and ±100 for the full control effect
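hKGA; 45 mM KH2PO4 pH 8.2 + 0.02% Tween-20; cpd via pin tool; 1 mM Gln soln; GluOx/HRP/Amplex Red; RT 30 min; fluor. t0 & final.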
PGK inhibitor – blocks T. brucei phosphoglycerate kinase | PGK/GAPDH coupled, Kinase-Glo luminescence, 60 min | Potency, µM (doses to about 57.5 µM), inactives show at the highest dose activity change, negative = inhibition, usual class: inhibitors | 0.043% of 380,000 active | P07378; note: % is set by controls: 0 for no effect and ±100 for the full control effect; nearly all actives have a fitted effect of over 60% in size
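Luminescent ATP detection (Kinase-Glo Plus) follows a 60-minute room-temperature incubation, with wells lacking PGK as controls. Buffer: 100 mM TEA (pH 7.6), 5 mM MgCl2, 0.01% Tween-20. Coupling enzyme GAPDH (100 nM final) supplies unstable 1,3-BPG in-well.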
Pin1 inhibitor – human Pin1 inhibition | Potency, µM (series often up to 115 µM), for the others: at the highest dose activity, negative = inhibition, actives largely listed as inhibitors | 0.009% of 390,000 active | Pin1 FP peptide displacement, HiFluor488, 10 min | Q13526 | AID 504891; active = well fitted inhibition curve with a large enough effect in the polarisation, with a control signal flat, not every such curve was filed as active; inconclusive = small, poorly fitted or top-dose-only effect, or effect the other way, or a change in a side signal; inactive = no such curve, though single readings can be large or run the other way; the % refers to the polarisation; note: % is set by controls: 0 for no effect and ±100 for the full control effect
ERG Ets-DNA blk – blocks human ERG Ets domain binding to DNA; fluorescence polarization, His-ERG Ets domain / labelled DNA; Potency, µM (series often up to 76.9 µM), for the others: at the highest dose FP activity, negative = inhibition, usual class: inhibitors; 0.028% of 370,000 active; active = well fitted inhibition curve with a large enough effect in the polarisation, with a control signal flat; inconclusive = small, poorly fitted or top-dose-only effect, or effect the other way, or a change in a side signal; inactive = no such curve, though single readings can be large or run the other way; the % refers to the polarisation;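 note: polarization taken with two DNA probes labelled with fluorescein and Texas red; % of control where 0% means no effect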
Target sequence (P11308 whole entry, looked up, the tested form may be a part): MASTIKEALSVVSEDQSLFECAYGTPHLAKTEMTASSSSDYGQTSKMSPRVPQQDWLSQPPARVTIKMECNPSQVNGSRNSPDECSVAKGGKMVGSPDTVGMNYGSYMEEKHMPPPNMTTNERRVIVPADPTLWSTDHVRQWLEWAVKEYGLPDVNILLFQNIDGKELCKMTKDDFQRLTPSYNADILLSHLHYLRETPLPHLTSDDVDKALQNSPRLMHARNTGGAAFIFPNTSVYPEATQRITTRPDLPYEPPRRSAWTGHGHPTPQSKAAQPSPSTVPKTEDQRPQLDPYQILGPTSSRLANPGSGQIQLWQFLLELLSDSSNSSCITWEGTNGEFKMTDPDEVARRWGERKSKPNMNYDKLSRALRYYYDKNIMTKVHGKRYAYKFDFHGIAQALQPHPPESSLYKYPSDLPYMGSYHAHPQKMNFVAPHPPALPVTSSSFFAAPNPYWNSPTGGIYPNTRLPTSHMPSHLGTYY
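His-tagged ERG Ets domain (1 uM in the protein solution; 300mM KCl, 50mM Tris-HCl, 1mM EDTA, 1mM DTT, pH 7.5) received compound, then a probe mix of 5 nM fluorescein-DNA and 100nM Texas-615-DNA. Fluorescence polarization was read for both dyes.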
JMJD2A Tudor – inhibitors of human JMJD2A Tudor domain | AID 504339 | 4.4% of 390,000 active | O75164 | AlphaScreen JMJD2A-Tudor / H3K4me3 peptide binding | Potency, µM (series often up to 114 µM), without a hit: top-dose activity change, negative = inhibition, usual class: inhibitors; note: % is set by controls: 0 for no effect and ±100 for the full control effect; nearly all actives have a fitted effect of over 50% in size
An asterisk follows results filed as active; i = inactive; u = inconclusive; x = no result given; & = joins results of further samples; [ ] = another dose, or the depositor's remark. Unless noted, calls come from the whole dose curve; as a rule, active = well fitted curve in the direction sought with a large enough effect; inconclusive = small, poorly fitted or top-dose-only effect, or another doubt; inactive = no such curve, though single readings can be large; an effect the other way counts as inactive or inconclusive. Potency is the fitted concentration of half-maximal effect. An excerpt, so the mix of outcomes need not match the whole.

cpd	Compound	ALOX12 inh	RGS4 inh	HP1b binding inh	TrxR1 inh	GLS inhibitor	PGK inhibitor	Pin1 inhibitor	ERG Ets-DNA blk	JMJD2A Tudor
1	Cc1cc(Cl)ccc1NC(=O)C1CCCN(c2nnc(C)c3c(C)n(-c4ccccc4)nc23)C1 (configuration not stated)	-21%	18%	0%	26%	-1%	-6%	-1%	2%	-19%
2	COc1cc(/C=N/n2nnnc2N)cc(Cl)c1OC	u	14%	12%	-6%	-1%	0%	-5%	-12%	-14%
3	CCC(C)(C)NC(=O)C(c1cccc(OC)c1OC)N(CCOC)C(=O)CCC(=O)Nc1cc(C)on1 (configuration not stated)	-4%	17%	3%	11%	5%	-9%	1%	8%	-11%
4	CC(Oc1ccccc1F)C(=O)NC1CCS(=O)(=O)C1 (configuration not stated)	-1%	8%	15%	19%	1%	-8%	-7%	-4%	7%
5	Cc1cc(NC(=O)COC(=O)c2ccc(S(=O)(=O)N3CCCC3)cc2)no1	-2%	4%	25%	20%	0%	0%	-7%	2%	13%
6	COc1ccc(CNC(=O)c2cc3cccc4c3n2CC(C)S4)cc1 (configuration not stated)	-25%	0%	91%[activator]	24%	-3%	i	3%	1%	12%
7	N=c1c2ccccc2nnn1-c1ccccc1[N+](=O)[O-]	1%	-16%	17%	-13%	14%	-8%	-7%	x	-6%
8	COc1ccc(-c2noc(COc3cc(C)ccc3C)n2)cc1OC	-9%	8%	39%[activator]	14%	0%	-2%	u	5%	74%[activator]
9	N#Cc1c(N)nc(SCC(=O)NC2CCCCC2)c(C#N)c1-c1ccc(Cl)cc1	-18%	17%	27%	19%	0%	2%	7%	0%	-1%
10	Cc1cc2nc3ccc(N(C)C)cc3nc2cc1N	u	-129%	-34%	6%	8%	1%	u	u	u
11	COc1ccccc1C(=O)OC(C)CN1CCN(C)CC1 (configuration not stated)	-21%	4%	36%[activator]	-5%	-2%	i	3%	14%	-25%
12	CCC(C)NC(=O)c1nc2c(nnn2Cc2ccccc2Cl)c(=O)[nH]1 (configuration not stated)	-1%	-24%	14%	33%[57.1 µM]	-20%	0%	-7%	5%	u
13	N#C/C(=C\c1cccnc1)c1ccc(Br)cc1	5%	-14%	44%[activator]	16%[57.1 µM]	0%	-6%	2%	-3%	4%
14	CCOC(=O)c1ccc(NC(=O)CCCn2c(=O)c3cccn3c3ccccc32)cc1	-28%	17%	5%	23%	-8%	-10%	15%	3%	-12%
15	Cc1ccc(CONS(=O)(=O)c2cc(C)ccc2C)cc1	1%	21%	56%[activator]	-8%	4%	3%	u	8%	35%
16	COc1ccc(Cn2c(=O)c3cccnc3n(CC(=O)Nc3ccc(C)c(F)c3)c2=O)cc1	-30%	-1%	17%	-10%	-24%	7%	16%	8%	-6%
17	CCOC(=O)c1ccc(NS(=O)(=O)c2ccc(-c3coc(C)n3)cc2)cc1	1%	-6%	31%	17%	-6%	-3%	12%	18%	-13%
18	COc1cccc(Oc2ccc(OC)cc2C(=O)O)c1	u	2%	6%	-2%	8%	-8%	-6%	-2%	25µM*
19	CSC(=O)CC(=O)NC(=O)c1ccccc1	-23%	-17%	42%[activator]	-18%	2%	-3%	-12%	-3%	-18%
20	O=C(O)CC12CC3CC(C1)CC(n1cncn1)(C3)C2	-9%	-18%	-3%	17%[57.1 µM]	14%	3%	-4%	-3%	8%
21	CN1CCN(S(=O)(=O)c2ccc(N(C)Cc3ccc(C(F)(F)F)cc3)c([N+](=O)[O-])c2)CC1	u	-18%	u	2%	3%	i	3%	-5%	25µM*
22	Cc1ccc(S(=O)(=O)NCC(=O)OCC(=O)NC2CCCCC2)cc1	2%	7%	34%	-7%	22%	0%	-12%	1%[15.4 µM]	-5%
23	CCOC(=O)C1=C(O)/C(=C\c2cc(C)n(-c3ccc(F)cc3)c2C)N=C1C	35µM*	-33%	-7%	-38%	12%	-9%	u	3%	u
24	O=C1CC(N2CCOCC2)=NN1c1ccc([N+](=O)[O-])cc1	25%	-46%	-4%	-3%[57.1 µM]	u	-4%	-2%	2%	-35%
25	O=C(NCC1CCN(S(=O)(=O)c2ccccc2)CC1)Nc1ccccc1	99%[activator]	13%	26%	15%	-2%	-3%	-4%	-13%	-8%
26	O=C(Nc1cccnc1)/C(N=Nc1ccc(Cl)c(C(F)(F)F)c1)=C(\O)c1ccccc1	-26%	23%	7%	8%	-1%	i	2%	5%	-19%
27	CC1CCCCN1S(=O)(=O)c1ccc2c(c1)CCN2C(=O)CCC(=O)O (configuration not stated)	-11%	37%	13%	23%	5%	1%	0%	-2%	-13%
28	Cc1c(NP(=O)(Oc2ccccc2F)Oc2ccccc2F)c(=O)n(-c2ccccc2)n1C	3%	-28%	32%	8%[57.1 µM]	-11%	i	-2%	-2%	1%
29	C=CCC(=O)N1CCCC(CO)(Cc2ccc(F)cc2F)C1 (configuration not stated)	0%	18%	21%	1%	13%	-1%	4%	-6%	-1%
30	COc1ccc(CCNC(=O)c2ccc3c(c2)sc2nc(-c4ccc(C)cc4)cn23)cc1OC	-25%	-1%	44%[activator]	-3%	3%	i	-2%	2%	-3%
31	O=C(CCCOc1ccc(Cl)cc1)Nc1nncs1	-21%	35%	19%	28%[57.1 µM]	14%	1%	4%	-8%	-11%
32	COc1ccc(C(=O)NN=C2CCCC2)c(OC)c1	2%	15%	45%[activator]	-24%	17%	-1%	-6%	-8%	-11%
33	CC1(C)CC(=O)C2=C(C1)Oc1ncn(Cc3ccco3)c(=N)c1C2c1ccccc1 (configuration not stated)	12%	-7%	18%	12%[57.1 µM]	-28%	-8%	-8%	6%	-25%
34	C=CCn1c(=NC(=O)C2COc3ccccc3O2)sc2cc(S(N)(=O)=O)ccc21 (configuration not stated)	-11%	8%	8%	3%	4%	1%	8%	-3%	-3%
35	Cc1ccc(OCc2nc(-c3cccs3)no2)c([N+](=O)[O-])c1	0%	-13%	36%	6%[57.1 µM]	0%	-4%	-2%	-15%	-11%
36	COc1ccc(NC(=O)N2CCc3c(sc4c3CCCC4)C2c2ccccc2OC)cc1 (configuration not stated)	-17%	-11%	1%	19%	8%	1%	2%	5%	-30%
37	CN1CCC(=O)N([C@H](CO)Cc2ccccc2)CC1	-10%	-9%	22%	-6%&-22%	8%	i	-3%	10%	-22%
38	COc1cc(F)ccc1CN1CCC(n2nccc2NC(=O)C2CCOC2)CC1 (configuration not stated)	10%	0%	41%[activator]	-1%	0%	2%	-9%	3%	-8%
39	CC(C)C(=O)Nc1nnc(Cc2c[nH]c3ccccc23)s1	u	15%	23%	28%	4%	-6%	-7%	-5%	-14%
40	CC(C)CN(CC(C)C)C(=S)Nc1ccc(Cl)cc1	-4%	6%	70%[activator]	7%[57.1 µM]	6%	18%	u	5%	0%
41	O=C(c1ccc(COCC(F)(F)F)o1)N1CCCC1	-8%	19%	29%	14%	5%	4%	3%	3%	1%
42	O=C(CSC(=S)N1CCOCC1)c1cc(Br)cc(Br)c1O	u	-19%	-22%	-30%	-1%	0%	u	70%[activator]	u
43	CCOC(=O)c1cc(C)n(CC2CCC(C(=O)Nc3cccc(C)c3)CC2)c1C (configuration not stated)	-7%	9%	38%	5%	-1%	-7%	11%	-3%	-18%
44	O=C(NCc1nnc(SCC(=O)N2CCCCCC2)o1)c1ccccc1F	u	5%	44%[activator]	26%	-2%	-7%	-9%	6%	-8%
45	Cc1ccc(C)c(NC(=S)N2CCN(S(C)(=O)=O)CC2)c1	10%	-11%	39%[activator]	19%	-1%	2%	-7%	-4%	-10%
46	O=c1oc2c3c(nn2c2ccccc12)CCCC3	-14%	-11%	31%	0%	-7%	-8%	0%	x	0%
47	CCN(C(=S)NCCOC)c1cccc2ccccc12	-11%	-29%	25%	13%	-3%	-10%	-2%	-5%	18%
48	CC(C)C(=O)Nc1c(C(=O)N2CCN(c3ccccc3F)CC2)oc2ccccc12	1%	-16%	13%	14%	1%	0%	16%	-4%	-22%
49	COC(=O)c1ccc(C(=O)OC)c(NC(=S)N2CCN(c3ccccn3)CC2)c1	-1%	-46%	34%	-5%	11%	-1%	0%	-12%	-23%
50	Cc1c(C(=O)OCc2ccccc2)[nH]c2c1C(=O)CC(c1ccc(C(C)(C)C)cc1)C2 (configuration not stated)	-4%	13%	22%	10%	1%	-1%	4%	-2%	-11%
51	CCOc1ccccc1NC(=O)N1CCCC(c2nc(-c3ccc(C)o3)no2)C1 (configuration not stated)	1%	6%[11.4 µM]	44%[activator]	22%	9%	-4%	-8%	9%	-11%

Records listed so far marked active in JMJD2A Tudor.
cpd	Compound	ALOX12 inh	RGS4 inh	HP1b binding inh	TrxR1 inh	GLS inhibitor	PGK inhibitor	Pin1 inhibitor	ERG Ets-DNA blk	JMJD2A Tudor
18	COc1cccc(Oc2ccc(OC)cc2C(=O)O)c1	u	2%	6%	-2%	8%	-8%	-6%	-2%	25µM*
21	CN1CCN(S(=O)(=O)c2ccc(N(C)Cc3ccc(C(F)(F)F)cc3)c([N+](=O)[O-])c2)CC1	u	-18%	u	2%	3%	i	3%	-5%	25µM*
